Screens: PubChem BioAssay, several laboratories
Dynein transport = dynein cargo transport inhibition. actives 0.47% (n = 220,000). z-score, hits read low. 3617.4 mouse cells, GR-EGFP nuclear translocation imaging; test concentration mostly 20 µM; stimulated with dexamethasone, 1 µM; hits give low values. AID 1381;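 active = plate z-score of nuclear minus cytoplasmic receptor signal below a set negative limit, without overly bright fluorescence or cell loss, cut at about -3.5 in these data, passing the limit was not always enough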;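 note: z-score of nuclear minus cytoplasmic ring GR-EGFP intensity difference per well; some compounds called inactive have numbers as strong as hits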
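Also added – dexamethasone, 1.0 µM final · Buffer or medium – tet-free, stripped-serum medium · Schedule – induction 48 h, compound 1 h, agonist 30 min · Detection – formaldehyde fixation, Hoechst nuclear stain, 10x automated fluorescence imaging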
Lipid droplet = hepatic lipid droplet formation modulation. actives 0.4% (n = 240,000). AID 1656. AML12 mouse hepatocytes, oleate lipid droplets, BODIPY imaging. inhibition, % at 6.5 µM;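 active = lipid droplet intensity inhibited by at least 50%, with more than 500 cells counted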
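System: AML12 hepatocytes (mouse). Probe or stimulus: oleic acid at 100 µM to induce lipid droplet formation. Times: overnight treatment with compound plus oleate. Detection: Image-based BODIPY and DAPI two-channel analysis. Evaluation: percent inhibition of filter-corrected integrated lipid droplet intensity per well.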
CSM14.1 death rescue = rescue of cells from ER stress-induced death, primary screen, 384-well, CSM14.1, thapsigargin, ATP luminescence (AID 1222) | cellular ATP content (survival), % at 20 µM; hits with a dose series show EC50 in µM | 190,000 tested, under 10 active | CSM14.1 thapsigargin-induced death rescue, ATP luminescence; higher % means a stronger effect;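 active = EC50 below 50 µM in the dose-response confirmation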;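 note: death triggered by thapsigargin at about 15 µM added after 2 h compound pretreatment; cell ATP read after overnight thapsigargin exposure of roughly 18 to 22 hours; normalized against plate controls of thapsigargin alone and 5% DMSO vehicle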
M17LAP inhibition = P. falciparum M17LAP inhibitors, primary screen, biochemical, fluorogenic H-Leu-NHMec substrate, 1536-well (AID 1619). actives 0.38% (n = 220,000). inhibition, % at 30 µM, or IC50 in µM where a hit was titrated. recombinant M17LAP, H-Leu-NHMec fluorogenic kinetic assay; higher % means a stronger effect;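 active = compound inhibiting the enzyme by more than half at any dose during confirmatory dose-response retesting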;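 note: plate controls were full reaction with DMSO carrier for no effect and no enzyme background for full effect; strong numbers were not always called active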
Yfh1-off respiration = mitochondrial function rescue without frataxin homolog – Friedreich's ataxia, plus single-dose screen, dose response (AID 1465); fold induction at 50 µM; hits with a dose series show EC50 in µM; S. cerevisiae Yfh1-off respiration, WST-1 reduction, 72 h; higher fold induction means a stronger effect; actives 0.074% (n = 220,000);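 active = fold induction of absorbance versus untreated yeast above a set limit, then at least 30% activation at any dose in follow-up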;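 note: activators that raise dye reduction in frataxin-depleted yeast; strong numbers were not always called active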
Insulin prom up = MIN6 insulin promoter up-regulation; MIN6 insulin promoter-GFP reporter, high-content imaging; hits give high values; z-score at 5 µM; actives 0.3% (n = 190,000); AID 1625;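 active = z-score above 3 at 5 µM with at least 500 cells counted in the well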
Autophagy HCS = alters autophagy in cells; MEF GFP-LC3 puncta imaging; test concentration mostly 10 µM; calls only at 10 µM (by protocol); AID 463193; actives 0.98% (n = 190,000);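 active = percentage of spot-positive cells more than 3 SD above its plate mean, without a fluorescence outlier flag or 80% toxicity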;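 note: spot-positive cell cutoff set from DMSO-treated cells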
P. falciparum M1AAP = malaria alanyl aminopeptidase activity blockers – biochemical, fluorogenic H-Leu-NHMec substrate, 1536-well (AID 1445) | inhibition, % at 30 µM, or IC50 in µM where a hit was titrated | recombinant M1AAP, H-Leu-NHMec fluorogenic kinetic assay; higher % means a stronger effect | actives 0.42% (n = 220,000);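 active = primary inhibition above the hit cutoff, then over 50% inhibition at one or more dose response concentrations, cut at about 23% in these data, passing the limit was not always enough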;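 note: plate controls were DMSO full reaction for no effect and no enzyme background for full effect; strong numbers were not always called active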
MT stabilize HCS = microtubule stabilizers in HeLa cells. HeLa tubulin immunostaining HCS, 24 h; share of cells brighter than vehicle mean+2SD. % tubulin-high responders, % at 10 µM. actives 0.83% (n = 200,000);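 active = plate Z-score above 3 for both tubulin-high and condensed-nucleus cell shares, with cell loss under 80%, at 10 µM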;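 note: anti alpha tubulin signal scored within the nucleus-defined area of each cell; some results filed as inactive read as strong as hits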
Dynein transport cytoplasmic EGFP = recorded beside Dynein transport, whose call it bears; z-score; measured here: cytoplasmic GR-EGFP intensity; hits give high values
Dynein transport nuclear GR-EGFP = also measured in Dynein transport; calls as there; z-score; measured here: nuclear GR-EGFP intensity;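 lower value marks the stronger effect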
Dynein transport cell count = second read-out of Dynein transport, no call of its own (marks repeat the call); z-score; measured here: cell count per field
Insulin prom up cell count = also measured in Insulin prom up; calls as there; cell count; measured here: cytotoxicity, nuclei count;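 total cells summed across four imaged fields per well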
Lipid droplet cells 6.5 µM = second read-out of Lipid droplet, no call of its own (marks repeat the call); cell count; measured here: cell count, cytotoxicity flag;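 cells counted across two imaged fields per well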
MT stabilize HCS Hoechst-high % = further read-out of MT stabilize HCS, marked with its call; % Hoechst-high responders; measured here: nuclear condensation Hoechst responders;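 share of cells brighter than vehicle mean plus two SD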
MT stabilize HCS cytotoxicity % = further read-out of MT stabilize HCS, marked with its call; toxicity, %; measured here: cytotoxicity by cell density;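 0% = mean cell density of plate MIN control wells and 100% = no cells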
Autophagy HCS cell loss 18 h = further read-out of Autophagy HCS, marked with its call; toxicity, %; measured here: cell loss, nuclei count;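 cell loss after 18 h compound exposure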
* hit, by the source's call; i = inactive; x = not tested or not shown. Not a hit list. About 3.5% of those tested had a hit in this group.

SMILES	Dynein transport	Dynein transport cytoplasmic EGFP	Dynein transport nuclear GR-EGFP	Dynein transport cell count	Lipid droplet	Lipid droplet cells 6.5 µM	CSM14.1 death rescue	M17LAP inhibition	Yfh1-off respiration	Insulin prom up	Insulin prom up cell count	Autophagy HCS	Autophagy HCS cell loss 18 h	P. falciparum M1AAP	MT stabilize HCS	MT stabilize HCS Hoechst-high %	MT stabilize HCS cytotoxicity %
CCOc1ccc(C(=O)/C=C/Nc2ccc(S(=O)(=O)Nc3onc(C)c3C)cc2)cc1	1.7	-0.075	0.8	-1.6	-1	660	-3.6%	56%	i	1.4	1372	i	-1	7%	3.4	2.2	9.7
CCOC(=O)N1CCN(C(=O)c2ccc3nc(N4CCC(C)CC4)sc3c2)CC1	-0.34	0.025	0.15	0.004	x	x	14%	13%	i	x	x	i	-7	-2%	5.4	2.1	7.9
CS(=O)(=O)N(CC(=O)O)c1cc(Cl)cc(Cl)c1	-0.1	-0.27	0.3	0.53	1	713	-0.7%	3%	i	-0.16	1359	i	-9	3%	4.9	2.5	4.1
CC(O)c1c(OCc2ccccc2)ncnc1OCc1ccccc1 (centres undefined)	-0.41	-0.27	0.34	0.1	-11	790	-3.1%	5%	i	0.53	1037	i	-7	-2%	2.0	1.6	4.6
COC(=O)c1cc(OC)c(OC)cc1NC(=O)c1cc(OC)cc(OC)c1	-0.62	-0.15	-0.45	-0.048	19	680	-2.6%	-7%	i	0.23	927	i	0	5%	1.1	2.4	4.2
O=C1CC(N2CCCN(C3CC(=O)N(c4ccc(F)cc4)C3=O)CC2)C(=O)N1c1ccc(F)cc1 (centres undefined)	-1.1	-0.27	-0.36	0.32	-2	766	-0.8%	14%	i	0.12	1285	i	6	2%	1.1	1.3	2.8
CC(C)(OC1OC(CO)C(O)C(O)C1O)[C@H]1Oc2ccc3ccc(=O)oc3c2[C@H]1O (some centres undefined)	0.82	-0.32	0.68	0.2	2	728	-1.1%	-55%	i	0.26	1381	i	-2	0%	2.6	1.5	7.1
CCOC(=O)CC1COCCN1Cc1cn(C)nc1-c1ccccc1F (centres undefined)	-0.87	-0.3	-0.5	0.76	0	776	-1.1%	8%	i	0.25	1384	i	10	2%	2.9	1.7	5.0
CCCCc1nnc(NC(=O)CS(=O)(=O)Cc2ccccc2)s1	0.11	-0.21	0.36	0.073	5	769	-1.4%	13%	i	-0.07	873	i	-2	7%	3.4	3.1	3.3
CC1=Nc2ncnn2C(c2ccccc2)/C1=N\O (centres undefined)	0.026	-0.21	0.31	-0.36	x	x	0.2%	5%	i	-0.23	1526	i	3	10%	5.3	3.6	5.3
Fc1ccc(-c2nc3ccccc3[nH]2)cc1	-0.086	-0.36	-0.55	0.89	-7	620	-1.3%	-6%	i	-0.46	1416	i	8	6%	1.5	1.2	5.6
CN1/C(=C\C(=O)c2ccco2)c2ccccc2CC1(C)C	-0.3	-0.13	0.15	-0.33	x	x	-1.4%	-6%	i	-1.9	1073	i	-1	12%	5.6	2.5	7.6
Cc1nc(NC(=O)CSc2nnnn2Cc2ccccc2)sc1C	2.5	-0.16	1.4	-1.7	x	x	-1.7%	8%	i	x	x	i	-3	1%	3.1	1.4	4.2
O=C(/C=C/c1ccc(F)cc1)NC(=S)N1CCCCC1c1cccnc1 (centres undefined)	-0.49	-0.26	0.15	-0.1	12	658	x	5%	i	0.39	993	x	x	5%	x	x	x
COc1cccc(-n2nnc3c(=O)n(CC(=O)N4CCC(Cc5ccccc5)CC4)cnc32)c1	-1.5	0.059	-0.55	-0.19	x	x	-0.9%	-10%	i	-0.73	1112	i	-15	6%	3.8	3.9	3.4
O=[n+]1cc(-c2ccc(Cl)cc2)n([O-])c2c1CCC2	-0.25	-0.17	-0.12	0.68	-12	677	x	3%	i	0.35	1377	x	x	-2%	x	x	x
Cc1c(C(=O)Nc2ccc(F)cc2)cn2c(nc3ccccc32)c1C#N	-0.052	-0.24	0.4	-0.74	20	660	x	11%	i	-0.14	954	x	x	0%	x	x	x
CC12CC(NC(=O)N1CCc1ccccc1)c1ccccc1O2 (centres undefined)	1.5	0.087	1.8	-1.1	x	x	-2.0%	4%	i	-1.3	1332	i	5	5%	4.3	2.1	9.6
CCCCCCN1C(=O)C(O)=C(C(C)=O)C1c1ccccc1[N+](=O)[O-] (centres undefined)	0.95	-0.36	-0.27	0.33	11	716	-0.1%	20%	i	0.38	1441	i	-5	7%	2.6	2.2	7.0
COC(=O)C1=C(C)NC2=C(C1c1ccc(O)cc1)S(=O)(=O)c1ccccc12 (centres undefined)	-0.68	0.21	-0.024	0.46	10	785	-2.9%	-8%	i	0.36	958	i	-5	3%	2.2	2.3	7.1
COCc1cc(C)nc(Nc2ccc(C)c(C)c2)c1C#N	5.3	-0.25	3.5	3	x	x	-1.2%	-3%	i	-0.18	1399	i	-4	0%	4.8	3.1	3.9
O=C(Nc1cc2c(cc1Br)OCCCO2)c1ccccc1	0.45	-0.24	0.87	-0.17	2	737	-2.4%	-12%	i	0.62	1209	i	-76	4%	4.8	2.0	11
CCc1ccc(NC(=O)N(C2CCC(C)CC2)C2CCN(C(C)=O)CC2)cc1 (centres undefined)	-0.33	-0.3	-0.42	0.18	x	x	-1.2%	8%	i	-0.4	1200	i	1	0%	6.2	2.5	5.8
CC(NCc1nc2ccccc2n1C)C12CC3CC(CC(C3)C1)C2 (centres undefined)	-0.59	-0.17	-0.22	0.079	0	679	-0.4%	-16%	i	0	1451	i	-5	4%	1.8	2.1	11
COc1ccc(S(=O)(=O)N2CCOCC2)cc1NC(=O)CSc1nnc2ccccn12	-0.22	-0.32	-0.15	0.4	2	704	-1.0%	-1%	i	0.14	1327	i	6	3%	1.9	2.2	7.6

(further entries)
SMILES	Dynein transport	Dynein transport cytoplasmic EGFP	Dynein transport nuclear GR-EGFP	Dynein transport cell count	Lipid droplet	Lipid droplet cells 6.5 µM	CSM14.1 death rescue	M17LAP inhibition	Yfh1-off respiration	Insulin prom up	Insulin prom up cell count	Autophagy HCS	Autophagy HCS cell loss 18 h	P. falciparum M1AAP	MT stabilize HCS	MT stabilize HCS Hoechst-high %	MT stabilize HCS cytotoxicity %
Cc1oc(-c2cccc(C(F)(F)F)c2)nc1CN1CCN(c2ccccn2)CC1	-0.13	-0.3	-0.15	0.22	-5	757	0.3%	-16%	i	-0.01	1394	i	3	1%	1.1	1.0	5.6
CC(C)(C)c1ccc(C(=O)C2CCCN(C(=O)C3CCOCC3)C2)cc1 (centres undefined)	-0.54	-0.34	-0.43	0.72	-13	696	1.5%	-15%	i	0.13	1624	i	6	2%	0.7	1.9	4.0
CCC(Sc1nncn1C)C(=O)Nc1ccccc1OC (centres undefined)	-0.9	-0.032	-0.33	0.33	-2	694	-1.7%	-1%	i	x	x	i	-1	5%	2.8	1.4	6.2
CCOc1ccccc1NC(=S)Nc1ccccc1F	-0.42	-0.012	-0.48	0.4	-1	592	-2.5%	-8%	i	0.07	1908	i	-2	1%	1.4	1.5	9.1
CCC1CCCCN1c1nc2c(C=O)c(C)nn2c2ccccc12 (centres undefined)	0.45	-0.23	0.42	-1.2	16	690	1.8%	-6%	i	-0.22	1442	i	-3	17%	1.6	3.3	9.1
O=C1CC(c2ccco2)CC(O)=C1C=Nc1ccccc1-c1ccccc1 (centres undefined)	0.24	-0.26	0.12	0.29	15	731	0.4%	5%	i	1.7	1205	i	28	7%	2.8	2.1	5.0
Cc1noc(C)c1COc1ccc(C(=O)OCC(=O)NC23CC4CC(CC(C4)C2)C3)cc1	-0.59	0.0018	-0.28	-0.19	10	831	5.6%	17%	i	-0.28	845	i	0	-3%	1.1	1.2	8.6
CCOc1ccc(CN(C)CCc2ccccn2)cc1	-0.98	-0.34	-0.48	0.82	0	737	-0.4%	-15%	i	-0.05	1242	i	-6	12%	4.6	4.1	6.4
COc1ccc(F)cc1C(=O)C1CCCN(Cc2ccc(Sc3nncn3C)o2)C1 (centres undefined)	1.5	-0.065	0.6	-1.8	-13	694	0.6%	11%	i	x	x	i	-11	1%	2.9	2.4	3.7
CCS(=O)(=O)N1CCC(C(=O)NCc2ccc(OC)cc2)CC1	-0.74	-0.27	-0.62	1.7	-6	741	0.1%	5%	i	0.4	1240	i	-2	4%	3.4	2.1	7.9
Cc1nc(C)c(C(=O)C2=C(O)C(=O)N(CCN3CCOCC3)C2c2cccs2)s1 (centres undefined)	-0.46	-0.28	-0.0041	-0.19	20	764	-1.1%	9%	i	x	x	i	3	1%	2.4	0.2	18
Cc1nnc(N2C(=O)c3oc4ccccc4c(=O)c3C2c2ccco2)s1 (centres undefined)	-0.83	-0.13	-0.32	0.081	-13	588	-2.9%	11%	i	0.42	1884	i	-14	7%	2.0	2.8	9.5

2 entries from above, set out differently:
mol,Dynein transport,Dynein transport cytoplasmic EGFP,Dynein transport nuclear GR-EGFP,Dynein transport cell count,Lipid droplet,Lipid droplet cells 6.5 µM,CSM14.1 death rescue,M17LAP inhibition,Yfh1-off respiration,Insulin prom up,Insulin prom up cell count,Autophagy HCS,Autophagy HCS cell loss 18 h,P. falciparum M1AAP,MT stabilize HCS,MT stabilize HCS Hoechst-high %,MT stabilize HCS cytotoxicity %
COCc1cc(C)nc(Nc2ccc(C)c(C)c2)c1C#N,5.3,-0.25,3.5,3,x,x,-1.2%,-3%,i,-0.18,1399,i,-4,0%,4.8,3.1,3.9
O=C(Nc1cc2c(cc1Br)OCCCO2)c1ccccc1,0.45,-0.24,0.87,-0.17,2,737,-2.4%,-12%,i,0.62,1209,i,-76,4%,4.8,2.0,11
